Screening data from PubChem BioAssay.
LGR2 inh: Drosophila LGR2 receptor signaling inhibition. HEK293 LGR2, CRE-luciferase, bursicon-stimulated, 4 h. inhibition, % at 9.99 µM. 380,000 compounds, 0.35% hits;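 active = drop in luminescence signal, shown as inhibition above about 50% in the replicate tests, limit read from the data, passing the limit was not always enough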;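 note: agonist challenge used bursicon conditioned medium at about half maximal strength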
PglD inh: PglD (C. jejuni) enzyme inhibition; purified PglD enzyme, DTNB colorimetric CoA detection; inhibition, % at 12.5 µM; AID 602405; 360,000 compounds, 0.098% hits; in the data active = inhibition above about 16%, passing the limit was not always enough; note: strong numbers were not always called active
PAX8 reporter: PAX8 transcriptional activity inhibition; 360,000 compounds, 1.2% hits; inhibition, % at 12.6 µM; AID 652154; RMG-I TPO-luciferase reporter, SteadyGlo, 24 h;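 active = mean replicate inhibition at least 60% with every replicate also reaching 60%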;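 note: luciferase light reporting Pax8 driven TPO promoter activity; plate controls were median of neutral control wells for no effect and mitoxantrone controls for full effect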
EWS-Fli block: inhibitors of EWS/Fli oncoprotein transcriptional activity | A673 NR0B1-luciferase reporter, viability-normalised | inhibition, % at 12.6 µM | 350,000 compounds, 0.67% hits;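 active = mean inhibition of at least 50% after viability correction, with every replicate also passing that limit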;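 note: firefly luciferase signal divided by Alamar Blue viability fluorescence both relative to DMSO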
ERAP1 inh: inhibitors of human ERAP1 aminopeptidase | Q9NZ08 | recombinant ERAP1, Leu-AMC fluorescence, 60 min | inhibition, % at 10.7 µM | 340,000 compounds, 0.15% hits | AID 652197;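 active = mean replicate inhibition of at least 30%, or all replicates individually reaching that 30% level; inactive = mean below 30% and not every replicate reaching it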;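 note: 0% = neutral control wells and 100% = L-leucinethiol positive control wells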
Target sequence (Q9NZ08 whole entry, looked up): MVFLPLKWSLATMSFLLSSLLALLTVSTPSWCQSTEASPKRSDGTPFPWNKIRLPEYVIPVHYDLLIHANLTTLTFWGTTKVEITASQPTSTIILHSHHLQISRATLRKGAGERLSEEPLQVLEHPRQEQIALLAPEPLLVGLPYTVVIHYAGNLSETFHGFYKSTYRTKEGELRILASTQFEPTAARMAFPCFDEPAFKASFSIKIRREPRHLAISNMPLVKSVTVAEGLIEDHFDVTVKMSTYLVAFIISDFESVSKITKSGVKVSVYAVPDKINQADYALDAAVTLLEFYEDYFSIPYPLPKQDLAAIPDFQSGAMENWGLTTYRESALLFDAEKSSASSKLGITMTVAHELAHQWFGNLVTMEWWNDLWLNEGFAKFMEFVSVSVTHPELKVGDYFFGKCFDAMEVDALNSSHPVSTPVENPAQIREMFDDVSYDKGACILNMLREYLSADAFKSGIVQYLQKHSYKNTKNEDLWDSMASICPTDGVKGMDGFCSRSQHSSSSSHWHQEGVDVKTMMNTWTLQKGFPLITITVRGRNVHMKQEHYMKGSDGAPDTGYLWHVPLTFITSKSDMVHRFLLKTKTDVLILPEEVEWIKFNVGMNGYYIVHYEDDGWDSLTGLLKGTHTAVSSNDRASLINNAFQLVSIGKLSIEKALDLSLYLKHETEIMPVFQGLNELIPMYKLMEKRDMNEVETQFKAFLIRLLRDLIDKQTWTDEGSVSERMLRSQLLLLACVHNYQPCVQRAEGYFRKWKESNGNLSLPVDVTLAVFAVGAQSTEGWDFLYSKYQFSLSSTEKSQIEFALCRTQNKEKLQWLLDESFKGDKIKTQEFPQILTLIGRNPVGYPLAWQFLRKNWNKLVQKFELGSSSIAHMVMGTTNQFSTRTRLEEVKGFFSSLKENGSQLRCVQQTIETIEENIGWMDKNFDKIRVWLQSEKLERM
S100A4 MyoIIA: S100A4-myosin IIA interaction inhibition; P26447; S100A4/TAMRA-MyoIIA peptide fluorescence polarization; inhibition, % at 10.7 µM; 360,000 compounds, 0.14% hits; AID 652163;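 active = mean inhibition of at least 70% across replicates, with every replicate also reaching that level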
Target sequence (P26447 whole entry, looked up): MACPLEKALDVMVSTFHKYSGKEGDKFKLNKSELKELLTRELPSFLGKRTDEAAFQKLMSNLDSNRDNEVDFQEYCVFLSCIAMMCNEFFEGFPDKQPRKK
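Test system: S100A4 monomer protein; Medium: HEPES pH 7.2 with CaCl2, KCl, NaCl, DTT, Triton; Probe or stimulus: TAMRA-labelled myosin IIA heavy-chain peptide probe, 5 nM; Doses: one dose per compound; Times: polarization read 5 min after assay mix addition, stable 5–60 min; Benchmarks: neutral control DMSO, positive control TFP.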
FN deposit inh: fibronectin deposition inhibition; 350,000 compounds, 0.086% hits; AID 743247; AH1F fibroblasts, Alexa488-fibronectin deposition fluorescence, overnight; inhibition, % at 12.6 µM;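 active = mean inhibition across replicates of 30% or more, regardless of how many single replicates reach that level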;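 note: positive control wells lacked labelled fibronectin entirely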
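Measured by – fluorescence 485/525 nm · System – AH1F fibroblast monolayer, labelled fibronectin deposition · Amount – 10000 cells per well · Buffer or medium – serum-reduced DMEM (2% serum) · Doses – single dose, pinned · Also added – fluorescent fibronectin at 24 nM final · Schedule – 1 h cell attachment, overnight exposure to compound and label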
PGC1a acetyl inh: PGC1a acetylation modulation, inhibitor mode. inhibition, % at 15.6 µM. 350,000 compounds, 0.17% hits. U2OS PGC1a acetylation, AlphaScreen anti-acetyl-lysine; with virally co-expressed GCN5 acetyltransferase;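 active = every replicate shows inhibition of at least 40%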;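 note: 0% = neutral control wells and 100% = positive control wells; some results beyond the cut were filed as inactive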
Starred values were filed as active, the others as inactive; . = no result given; & = joins results of further samples.

Sequence of screens: LGR2 inh	PglD inh	PAX8 reporter	EWS-Fli block	ERAP1 inh	S100A4 MyoIIA	FN deposit inh	PGC1a acetyl inh
COc1ccc(N(CC(=O)Nc2ccccc2C(=O)N2CCOCC2)S(=O)(=O)c2ccc(F)cc2)cc1
  7	.	-6	.	.	.	10	1
N#Cc1c(NC(=S)NC(=O)c2ccccc2)sc2c1CCC2
  -30	2	-27	9	2	3	-6	4
O=c1c(S(=O)(=O)c2ccc(Cl)cc2)cn(Cc2ccccc2F)c2ccc(F)cc12
  0	.	-2	-38	7	-4	-5	.
CCCNC(=O)N1C[C@H](O)COC[C@@H]2O[C@H](CC(=O)N[C@@H]3CCN(Cc4ccccc4)C3)CC[C@H]21
  12	1	-16	-4	1	3	-5	1
CC(C)NC(=O)Nc1ccc2c(c1)C(=O)N([C@@H](C)CO)C[C@@H](C)[C@@H](CN(C)C(=O)Nc1ccc(C(F)(F)F)cc1)O2
  -20	3	20	-7	2	9	.	4
COc1cccc(S(=O)(=O)N[C@@H]2C=C[C@H](CC(=O)NCc3ccncc3)O[C@@H]2CO)c1
  -7	45	-21	1	-2	-1	18	-7
Cc1cc2ccccn2c1C(=O)c1ccc(NN)c([N+](=O)[O-])c1
  45	2	18	10	2	-6	1	8
CC(C)C1OC2(C)OC(=N)C1(C#N)C(C#N)(C#N)C2c1ccccc1 (stereo unspecified)
  7	10	19	-8	-23	63	1	-9
COc1ccc(Cc2c(O)nc(SCC(=O)NC34CC5CC(CC(C5)C3)C4)[nH]c2=O)cc1
  -4&-32	-4	-11&9	8&-16	0&3	-1&-1	-9&-14	-15&-6
COc1cc(OC)cc(C(=O)NCC(=O)Nc2ccc(-c3ccccc3)cc2)c1
  -52	-1	-74	34	-3	2	-2	.
Cc1cccc(C)c1NC(=O)CNC(=O)CCCN1C(=O)c2cccc3cccc(c23)C1=O
  3	3	4	-13	1	-2	-12	5
Cc1ccc(NC(=O)COc2cccc3c2OC(C)(C)C3)c(O)c1
  -14	0	-15	6	0	3	5	-15
COc1cccc(CNC(=O)C[C@@H]2CC[C@H](NC(=O)C3CCC3)[C@@H](CO)O2)c1
  2	3	2	-4	-1	2	.	1
CC(C)NC(=O)Nc1ccc2c(c1)C(=O)N([C@@H](C)CO)C[C@@H](C)[C@H](CN(C)C(=O)CCC(F)(F)F)OCCCC[C@@H](C)O2
  7	-3	-3	.	2	7	-5	1
O=C(NCCc1ccccc1)C(=O)NCC1OCCCN1S(=O)(=O)c1cc(F)ccc1F (stereo unspecified)
  -6	-3	0	11	3	30	9	1

Among those listed so far, these have a CF3 group.
Sequence of screens: LGR2 inh	PglD inh	PAX8 reporter	EWS-Fli block	ERAP1 inh	S100A4 MyoIIA	FN deposit inh	PGC1a acetyl inh
CC(C)NC(=O)Nc1ccc2c(c1)C(=O)N([C@@H](C)CO)C[C@@H](C)[C@@H](CN(C)C(=O)Nc1ccc(C(F)(F)F)cc1)O2
  -20	3	20	-7	2	9	.	4
CC(C)NC(=O)Nc1ccc2c(c1)C(=O)N([C@@H](C)CO)C[C@@H](C)[C@H](CN(C)C(=O)CCC(F)(F)F)OCCCC[C@@H](C)O2
  7	-3	-3	.	2	7	-5	1

(next part)
Sequence of screens: LGR2 inh	PglD inh	PAX8 reporter	EWS-Fli block	ERAP1 inh	S100A4 MyoIIA	FN deposit inh	PGC1a acetyl inh
O=C(CN(CC1CCCO1)C(=O)Cn1nnc(-c2ccc(F)cc2)n1)NC1CCCCC1 (stereo unspecified)
  4	-3	.	-2	2	3	.	-13
CN1c2ccccc2SC2C(c3ccccc3)=NOC21 (stereo unspecified)
  -9	0	1	2	-5	16	-4	-4
Cc1cc(NC(=O)c2cccc(S(=O)(=O)N3c4ccccc4CC3C)c2)no1 (stereo unspecified)
  9	0	25	-17	.	-5	-1	-14
COc1ccccc1C1C(C(=O)c2ccco2)=C(O)C(=O)N1c1cc(C)on1 (stereo unspecified)
  9	-7	0	-6	4	-4	.	6
COc1ccc(NC(=O)C(NC(=O)CNC(C)=O)c2ccc(C)cc2)cc1 (stereo unspecified)
  .	-2	-10	.	.	.	-3	9
CSc1ccc(/C=N/Nc2nc(C)cc(=O)[nH]2)cc1
  -5	2	-60	-26	2	-4	.	.
O=C(NNC(=O)c1ccccc1Cl)c1csc(N2CCOCC2)n1
  1	.	-14	-9	-3	-2	.	.
O=C(CC1CC1)N1CC2(C1)[C@@H](c1ccccc1)[C@@H](CO)N2C(=O)c1cccnc1
  13	.	4	-1	0	2	.	5
CCCC(C)NC(=O)c1ccccc1SC (stereo unspecified)
  -4	.	-13	-2	2	1	7	6
CCOC(=O)/C=C(\C)Sc1cc(=O)oc2ccccc12
  .	0	64*	.	.	.	-2	-36
CC(C)CCN1CCN(C2CCN(c3ccccc3)CC2)CC1CCO (stereo unspecified)
  8	.	-10	4	-6	3	1	.
O=C(CNCCC1=CCCCC1)Nc1ccccc1N1CCCCCC1
  20	-3	3	2	1	-11	-4	-20
CO[C@@H]1CN(C)C(=O)c2ccc(NC(=O)C3CCOCC3)cc2OC[C@H](C)N(C)C[C@@H]1C
  17	-2	-8	-2	.	.	-9	4
CN1C(C(=O)Nc2cccc(O)c2)=CC(c2cccs2)=NS1(=O)=O
  -21	4	4	-3	1	-3	-1	-1
CCc1cc(C(=O)c2ccc(OC)cc2)c(NC(=O)COCC(=O)O)s1
  -17	-2	7	13	5	-6	-3	3
CCCn1c(SCC(=O)Nc2cc(C(=O)O)ccc2C)nc2sc3c(c2c1=O)CCC3
  -20	-3	-14	2	2	-13	0	6
O=P(c1ccccc1)(c1ccccc1)c1nc(-c2ccccc2)oc1N1CCOCC1
  5	3	28	4	.	1	5	-7
CC(CCc1ccccc1)NC(=O)CN1C(=O)NC2(CCCCC2)C1=O (stereo unspecified)
  9	.	-7	0	-3	4	-3	.
CCCc1nnc(NC(=O)CCC(=O)N2CCN(Cc3ccccc3)CC2)s1
  -2	0	-4	.	-2	-10	-2	-3
O=C1NC(Cc2ccc(O)cc2)c2nc3ccc(F)cc3c(=O)n2-c2cc(Cl)ccc21 (stereo unspecified)
  3	2	4	4	-1	-3	-17	.
COc1ccc(C(=O)CN2C(=O)NC3(CCCCCC3)C2=O)c(OC)c1
  4	1	.	-14	3	-2	1	.
CCOC(=O)CC1COCCN1C(=O)CCc1nnc(-c2ccsc2)o1 (stereo unspecified)
  2	.	-23	-11	-2	-2	-24	.
COc1ccc(C(C)(C)C)cc1NC(=O)c1ccc2ncsc2c1
  -19	-2	-79	-35	1	-6	-11	-31
CS(=O)(=O)c1ccc(Nc2nc(C(N)Cc3ccc(Cl)cc3)cs2)cc1 (stereo unspecified)
  15	1	6	3	-3	-6	17	.
COc1ccc(C#Cc2cnc3c(c2)C(=O)N([C@@H](C)CO)C[C@H](C)[C@@H](CN(C)CC2CCCC2)O3)cc1
  19	2	.	8	-1	-1	.	-14
O=C(NCC(c1ccco1)N1CCN(c2ccccc2)CC1)C(=O)NC1CC1 (stereo unspecified)
  4	-5	2	-5	-1	-9	-4	-2
CCn1c(COc2cccc(OC)c2)nnc1SCC(=O)NCC1CCCO1 (stereo unspecified)
  -2	.	-2	.	5	-3	2	.
O=C(NNC(=O)c1ccc(S(=O)(=O)N2CCCCC2)cc1)c1ccccc1
  10	1	-14	-1	-3	1	3	-20
Cc1cc(NC(=O)C(C)N2C(=O)c3ccccc3S2(=O)=O)no1 (stereo unspecified)
  -5	-4	-2	4	2	-4	10	8
COc1ccc(NC(=O)c2nc(C)c(C3(C)CC(c4ccccc4)=NO3)s2)cc1 (stereo unspecified)
  8	-2	44	55*	-3	-2	2	4

Only S100A4 MyoIIA, PGC1a acetyl inh and PglD inh, for some of the entries so far:
Compound,S100A4 MyoIIA,PGC1a acetyl inh,PglD inh
COc1ccc(C(C)(C)C)cc1NC(=O)c1ccc2ncsc2c1,-6,-31,-2
CS(=O)(=O)c1ccc(Nc2nc(C(N)Cc3ccc(Cl)cc3)cs2)cc1 (stereo unspecified),-6,.,1

Part of the list above in order of length of the SMILES, low to high:
Sequence of screens: LGR2 inh	PglD inh	PAX8 reporter	EWS-Fli block	ERAP1 inh	S100A4 MyoIIA	FN deposit inh	PGC1a acetyl inh
O=C(NNC(=O)c1ccc(S(=O)(=O)N2CCCCC2)cc1)c1ccccc1
  10	1	-14	-1	-3	1	3	-20
CCCn1c(SCC(=O)Nc2cc(C(=O)O)ccc2C)nc2sc3c(c2c1=O)CCC3
  -20	-3	-14	2	2	-13	0	6
O=C1NC(Cc2ccc(O)cc2)c2nc3ccc(F)cc3c(=O)n2-c2cc(Cl)ccc21 (stereo unspecified)
  3	2	4	4	-1	-3	-17	.

Next section:
Sequence of screens: LGR2 inh	PglD inh	PAX8 reporter	EWS-Fli block	ERAP1 inh	S100A4 MyoIIA	FN deposit inh	PGC1a acetyl inh
CCNC(=O)COC(=O)/C=C/c1cccc([N+](=O)[O-])c1
  11	.	-1	-19	1	-5	7	-5
Cc1noc(C)c1NC(=O)Nc1ccc2c(c1)C(=O)N([C@H](C)CO)C[C@H](C)[C@@H](CN(C)S(=O)(=O)c1ccc(Cl)cc1)OCCCC[C@H](C)O2
  -21	1	4	.	3	-1	1	-6
CCOc1cc(/C=N/N2CCN(Cc3ccccc3)CC2)ccc1O
  -1	1	-1	9	1	1	10	.
CN(Cc1cccc(Cl)c1)C(=O)C1CCN(C(=O)Nc2ccccc2)CC1
  6	.	-12	-10	-1	-11	2	.
O=C(CCC(=O)N1CCCCCC1)NCc1ccc(F)cc1
  1	0	20	-10	-1	2	9	2
Cc1cc(/C=C2\SC(=S)NC2=O)c(C)n1C
  1	-4	.	7	10	-3	.	15
Cn1nnnc1SCC(=O)Nc1cc(S(=O)(=O)N2CCCC2)ccc1Cl
  8	.	3	7	-3	2	.	0
COc1nsnc1NS(=O)(=O)c1ccc(NC(=S)NC(=O)c2cccnc2)cc1
  7	11	13	-17	5	-1	.	-5
CCn1ccnc1CN1CCN(CC=C(C)C)C(CCO)C1 (stereo unspecified)
  -14	0	-12	-1	-3	-2	2	.
COc1ccc(OC)c(NC(=O)N[C@H](Cc2ccccc2)C(=O)NN)c1
  .	.	0	6	-4	-10	4	.
O=S(=O)(c1cc(F)ccc1F)N1CCN(c2ncccn2)CC1
  10	-3	-27	-5	3	-6	-4	.
CCc1ccc2oc(C(=O)NCc3ccc(S(N)(=O)=O)cc3)c(C)c2c1
  4	4	-33	-28	-7	-5	-7	3
COc1ccccc1CSc1nc2ccccc2[nH]1
  -75	-5	.	-71	0	-22	.	-1
CN1C(=O)c2cc(NC(=O)c3ccc(Cl)cc3)ccc2OC[C@@H]2O[C@@H](CC(=O)O)CC[C@@H]21
  17	-1	-7	3	.	.	1	3
CCCn1c(C)c(CC(=O)Nc2ccc(N(C)c3ccccn3)cc2)c2ccccc21
  15	.	5	-6	-3	1	-2	.
COC(=O)c1c(NC(=O)c2ccccc2C(=O)O)sc2c1CCCC2
  6	-4	-16	4	-21	-4	0	5
CC(C)Oc1ccc(C(=O)N(Cc2ccco2)C2CCS(=O)(=O)C2)cc1 (stereo unspecified)
  12	0	.	7	5	-3	.	4
O=C(NCc1ccc2c(c1)OCO2)c1ccc(CS(=O)Cc2ccc(Cl)cc2)o1 (stereo unspecified)
  0	2	-2	-1	0	-2	5	-4
COC(=O)C[C@@H]1CC[C@@H]2[C@@H](COc3ccc(NC(=O)Nc4cccc(F)c4)cc3C(=O)N2C)O1
  -10	1	1	69*	0	-4	-1	1
Cc1ccc(N2C(=O)CCC(C(=O)O)C2c2cccs2)cc1 (stereo unspecified)
  -4	-6	4	-1	2	2	-2	.
Cc1ccc(S(=O)(=O)Nc2ccc3c(c2)C(=O)N([C@H](C)CO)C[C@@H](C)[C@@H](CN(C)C(=O)NC2CCCCC2)OCCCC[C@H](C)O3)cc1
  12	-2	0	-15	0	29	.	-10
